Screens (PubChem)
M1 antag – blocks human M1 muscarinic receptor. CHO-K1 hM1, Fluo-8 calcium fluorescence, ACh EC80 antagonist. inhibition, % at 3 µM. 360,000 tested, 1.3% active. AID 588852;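 active = percent inhibition above its own plate's cutoff, namely the mean of that plate's compound wells plus 3 SD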;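 also: peak over basal fluorescence ratio during 140 s after agonist addition; 0% = ACh EC80 plus DMSO and 100% = DMSO alone without agonist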
M1 ag – agonists of human M1 muscarinic receptor; CHO-K1 hM1, Fluo-8 calcium fluorescence, agonist mode; 0% DMSO, 100% acetylcholine EC100; activation, % at 3 µM; 360,000 tested, 0.33% active;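 active = activation above the run's mean compound activation plus 3 SD, cut at about 16% in these data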;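 also: peak over basal fluorescence ratio within a 140 s kinetic read after compound addition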
TAAR1 antagonist – antagonists of human TAAR1 | inhibition, % at 3 µM | 360,000 tested, 1.5% active | AID 624466 | Q96RJ0 | CHO RD-HGA16 TAAR1, Fluo-8 calcium fluorescence, antagonist;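 active = inhibition above a per-plate cutoff, the mean inhibition of test compounds on that plate plus 3 SD, cut at about 49% in these data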;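 also: 0% = DMSO plus EC80 beta-PEA response and 100% = DMSO alone without agonist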
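Test system – hTAAR1-expressing CHO RD-HGA16 cells, Gα16-coupled · Also added – β-PEA at EC80 concentration, post-compound challenge · Compound – 3 µM, single point · Incubation – dye loading 75 min at 37 °C, then 30 min room temperature · Measured by – Fluo-8 intracellular calcium dye fluorescence, real-time kinetic reads · Benchmarks – vehicle and agonist controls · Replicates – singlicate, one well per test compound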
TAAR1 agonist – agonists of human TAAR1 | CHO RD-HGA16 TAAR1, Fluo-8 calcium fluorescence; vehicle wells 0%, saturating PEA agonist 100% | activation, % at 3 µM | Q96RJ0 | 360,000 tested, 0.99% active;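 active = activation above the mean activation of all test compounds in the run plus 3 SD, cut at about 38% in these data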
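Benchmarks: low control DMSO, high control PEA (EC100); System: CHO RD-HGA16 cells carrying human TAAR1 plus Gα16; Detection: Fluo-8 fluorescence, 5 s baseline then 140 s kinetic read; Schedule: 17-24 h plating, Fluo-8 75 min 37 °C, 30 min RT; Read-out basis: % activation from peak over basal fluorescence ratio, DMSO-to-PEA scaled.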
V1R ag counter – counter-screen for oxytocin receptor agonists: human V1a receptor agonists; P37288; activation, % at 3 µM; 320,000 tested, 0.25% active; CHO-V1R cells, Fluo-8 calcium fluorescence, agonist mode; 0% DMSO, 100% 3 nM vasopressin; AID 2797;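 active = activation above the mean activation of all tested compounds plus 3 SD, per screening run, cut at about 20% in these data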;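 also: signal is peak over basal fluorescence ratio across a 100 second FLIPR read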
Target sequence (P37288 whole entry, looked up): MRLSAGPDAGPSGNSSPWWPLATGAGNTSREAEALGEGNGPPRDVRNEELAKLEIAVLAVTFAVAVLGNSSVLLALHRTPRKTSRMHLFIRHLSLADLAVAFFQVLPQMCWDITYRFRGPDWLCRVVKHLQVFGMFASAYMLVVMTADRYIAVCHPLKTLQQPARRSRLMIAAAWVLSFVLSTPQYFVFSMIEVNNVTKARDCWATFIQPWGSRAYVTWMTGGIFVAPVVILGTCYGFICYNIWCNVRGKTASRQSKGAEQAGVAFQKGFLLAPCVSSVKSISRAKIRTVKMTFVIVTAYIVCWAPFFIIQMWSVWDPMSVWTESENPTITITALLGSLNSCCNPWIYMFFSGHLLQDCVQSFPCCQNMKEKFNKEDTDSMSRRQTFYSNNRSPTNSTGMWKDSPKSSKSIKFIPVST
CHO parental Ca – signal in parental CHO cells, OX1R antagonist counter-screen | parental CHO-K1, ATP-induced calcium, Fluo-8 fluorescence | inhibition, % at 5.6 µM | 330,000 tested, 0.63% active | AID 463079;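 active = inhibition above that plate's mean sample inhibition plus 3 SD, cut at about 26% in these data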;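 also: 0% = ATP-challenged DMSO wells and 100% = DMSO wells without ATP; some compounds past the cut are filed as inactive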
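Test system: untransfected parental CHO cell line; also added: ATP stimulus; dosing: 5.6 µM, single dose; signal: calcium-sensitive Fluo-8 fluorescence; measure: percent inhibition of ATP-evoked calcium rise, normalized to controls; benchmarks: low control ATP plus DMSO, high control DMSO only; replication: one well per compound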
OXTR ag – agonists of human oxytocin receptor | P30559 | CHO-OTR cells, Fluo-8 calcium fluorescence; normalized: DMSO 0%, oxytocin 100% | activation, % at 3 µM | 320,000 tested, 0.32% active;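 active = activation above the mean of all tested compounds plus 3 SD, cutoff set per screening run, cut at about 20% in these data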;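 also: peak over basal fluorescence ratio from a 100 s FLIPR kinetic read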
Target sequence (P30559 whole entry, looked up): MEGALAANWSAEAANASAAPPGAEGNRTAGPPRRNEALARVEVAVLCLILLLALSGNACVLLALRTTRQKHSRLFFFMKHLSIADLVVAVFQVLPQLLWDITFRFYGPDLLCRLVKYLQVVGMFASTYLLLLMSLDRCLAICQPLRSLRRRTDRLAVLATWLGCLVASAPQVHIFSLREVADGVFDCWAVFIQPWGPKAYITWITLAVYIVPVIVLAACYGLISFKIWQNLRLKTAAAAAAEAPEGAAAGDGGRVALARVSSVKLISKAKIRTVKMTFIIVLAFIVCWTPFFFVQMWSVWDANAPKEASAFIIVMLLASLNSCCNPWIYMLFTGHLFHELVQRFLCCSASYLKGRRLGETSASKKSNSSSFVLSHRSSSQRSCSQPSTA
OXTR potentiator – potentiates the human oxytocin receptor response. CHO-OTR cells, Fluo-8 calcium fluorescence, potentiator mode; 0% = oxytocin EC15, 100% = EC100. activation, % at 3 µM. 320,000 tested, 0.061% active. AID 2445;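 active = activation above that plate's cutoff, the mean activation of tested compounds plus 3 SD, cut at about 6.6% in these data, passing the limit was not always enough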;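 also: 100% uses oxytocin at 75 nM as the full agonist control; some results filed as inactive read as strong as hits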
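test system = CHO-OTR cells, human receptor | compound = single-point 3.0 µM | schedule = 6 min compound pre-incubation at room temperature, 100 s kinetic read | signal = Fluo-8 no-wash calcium dye fluorescence, excitation 470-495 nm, emission 515-575 nm | repeats = single well per compound, singlicate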
CHRM1 PAM – positive allosteric modulators of human M1 muscarinic receptor. 360,000 tested, 0.088% active. P11229. AID 588819. activation, % at 3 µM. CHO-K1 hM1, Fluo-8 calcium fluorescence, ACh EC20; 0% = ACh EC20, 100% = maximal ACh; in the data active = activation above about 19%, passing the limit was not always enough
The depositor's hits bear a star; / = no result given; & = joins results of further samples.

Values run as follows: OXTR ag	CHO parental Ca	V1R ag counter	OXTR potentiator	TAAR1 antagonist	M1 ag	CHRM1 PAM	TAAR1 agonist	M1 antag
Cc1ncoc1C(=O)N1CCc2c([nH]c3ccccc23)C1C1CCCCC1 (configuration not stated)
    -1.9	-14	-0.9	-5	5	-9	9	2	0
Cc1ccc(S(=O)(=O)N2C[C@H]3[C@H]4C(=O)N(Cc5ccccc5)C(=O)[C@H]4CC(=O)[C@H]3[C@@H]2c2ccccc2F)cc1
    /	/	/	/	-11	-4	2	2	-1
Cc1nnc(NC(=O)C2CCCN(S(=O)(=O)Cc3ccccc3)C2)s1 (configuration not stated)
    0.2	-4	-0.4	2	-13	-4	8	6	-11
CN(NC(=O)c1ccc(Cl)cc1)c1nc(-c2ccccc2)nnc1C(F)(F)F
    4.8	0	4.5	-16	21	1	-2	4	-1
c1ccc(N2CCN(c3nc(NCc4ccco4)c4ccccc4n3)CC2)cc1
    -0.9	2	0.5	-12	35	-9	-18	25	-5
O=C1C=C(NCCNc2c(F)c(F)c(CO)c(F)c2F)CCC1
    1.0	2	-0.7	-4	5	-2	9	2	-38
COC(=O)CC(CP(=O)(O)CN(C)C=O)C(=O)OC (configuration not stated)
    1.1	-3	-0.4	6	-2	-2	5	13	-9
O=C(COC(=O)CNC(=O)c1ccc(Cl)cc1Cl)NCC1CCCO1 (configuration not stated)
    -0.2	3	-0.3	1	-32	-1	0	4	3
CCn1c(=O)c2cc(C(=O)N(C)CC(OC)OC)sc2c2ccccc21
    -1.3	-12	3.3	-12	-9	-1	10	1	-12
CC(=O)Nc1sc(N/N=C\c2ccccc2)nc1-c1cccs1
    -0.7	-5	0.6	3	16	-8	9	3	-13
CCN1CCN(CCCNC(=O)c2cc3cc4ccc(OC)cc4nc3o2)CC1
    -2.3	-23	-1.1	-1	/	-7	2	/	-7
Nc1nc(SCc2ccc(Br)cc2)c2ncn(C3OC(CO)C(O)C3O)c2n1 (configuration not stated)
    /	/	/	/	-3	-3	5	3	3
CC(C)(C)c1cc(OC(=O)c2ccncc2)ccc1O
    3.5	-2	4.5	-16	-4	-1	6	7	-3
COCCNC(=O)C(c1ccc(C)o1)N(C(=O)c1snc(C(N)=O)c1N)c1ccc(C)c(C)c1 (configuration not stated)
    0.1	-12	0.7	1	-15	-2	5	-1	0
S=C(NCCC1=CCCCC1)NCc1ccco1
    -1.9	7	-0.9	-3	6	-4	1	7	2
N#CCc1nc2c3c4c(sc3ncn2n1)CCCC4
    /	/	/	/	3	-3	10	5	-31
COc1ccc(-c2cc3ccccc3oc2=O)cc1
    -2.7	-5	-1.9	-2	9	-6	2	5	-4
O=C(CNC(=O)c1ccc(Br)o1)NNC(=O)c1cccc(Cl)c1
    0.3	24	0.8	-9	-8	2	13	0	-26
CCC(Sc1nc2ccsc2c(=O)n1Cc1ccc(C(=O)O)cc1)C(=O)Nc1cc(Cl)ccc1C (configuration not stated)
    /	/	/	/	-11	-2	2	4	-1
O=C1c2ccccc2C(=O)N1CSc1nnc2c3ccccc3n(CCc3ccccc3)c2n1
    0.1	-21	-0.5	-9	/	-1	5	/	-50
CCn1c(NCc2ccccc2NS(=O)(=O)c2ccc(C)cc2)nc2ccccc21
    -1.5	-8	0.8	-11	-6	-7	1	1	-2
COCCn1c(SCC(=O)N2CCc3ccccc3C2)nc2ccccc2c1=O
    -1.9	-16	-0.7	-6	19	-12	-3	3	-1
Cc1nc(SCc2cccnc2)[nH]c(=O)c1C
    -1.0	-10	1.5	-1	/	-1	8	/	-13
O=C(COC(=O)c1ccc[nH]c1=O)Nc1cc(S(=O)(=O)N2CCCCC2)ccc1Cl
    0.1	-16	0.3	-6	10	-5	6	2	-3
O=C(CSc1nnc(SCc2ccc(Cl)cc2)s1)N/N=C/c1ccc(Cl)cc1Cl
    1.7	-7	-0.2	-1	-6	-4	13	7	-11
CCN1CCN(C(c2ccc(F)cc2)c2nnnn2Cc2cccs2)CC1 (configuration not stated)
    -0.8	-13	0.3	-9	-7	-7	-7	23	10
Cc1cc(C)c(C(N)=O)c(Nc2ccc(F)cc2)n1
    0.5	-6	0.7	2	5	0	8	2	-10
Nc1nnc(SCC(=O)OCC(=O)Nc2ccccc2F)s1
    0.3	2	0.0	-17	-5	-2	7	4	-10
CCOC(=O)CNC(=O)COc1coc(CN2CCN(Cc3ccccc3)CC2)cc1=O
    0.4	-8	-0.2	-9	-18	-5	2	1	-8
CC1CCN(C(=O)CCc2ccc(S(=O)(=O)NC(C)C)cc2)CC1
    0.8	-6	0.9	-6	14	-2	7	3	-29

Next part.
Values run as follows: OXTR ag	CHO parental Ca	V1R ag counter	OXTR potentiator	TAAR1 antagonist	M1 ag	CHRM1 PAM	TAAR1 agonist	M1 antag
C/C(=C1\SC(N2CCOCC2)=NC1=O)c1ccc(C)cc1
    -0.8	-10	0.8	-7	-6	-5	6	10	-9
O=C(CSc1nnc(-c2ccc3c(c2)OCO3)o1)Nc1ncc(Cl)cc1Cl
    0.6	-8	0.9	0	-19	-6	9	10	-8
O=C(CSc1nc2[nH]c(=O)cc(O)c2s1)Nc1cc(Cl)cc(Cl)c1
    0.8	2	-0.1	-4	-14	-2	4	1	-7
O=C(CN1C(=O)NC(Cc2ccccc2)C1=O)Nc1ccc(F)c(F)c1F (configuration not stated)
    0.3	-14	1.7	-2	-14	0	3	13	4
CC(=O)c1cccc(NC(=O)NCc2ccc3c(c2)OCO3)c1
    -0.4	-14	-0.4	-4	3	1	0	1	0
CC(C)(C)Cc1nnc(NS(=O)(=O)c2ccccc2)s1
    2.0	-7	0.4	-7	-11	-8	14	2	-1
Cc1ccnc(NC(=O)CCCOc2cc(=O)n(C)c3ccccc23)c1
    0.8	-8	0.2	7	-12&-18	-8&-4	9&1	0&3	-12&2
COc1ccc2c(c1)C(=NNC(=O)c1ccccn1)c1cc(OC)ccc1-2
    -1.9	-15	-0.8	-4	20	-7	7	4	-11
CC(C)(C)c1ccc(C(=O)Cn2cnnc2C#N)cc1
    0.1	-13	0.3	-6	11	-7	2	-4	-9
C[C@]12CCC(=O)C=C1CC[C@@H]1[C@@H]2CC[C@@]2(C)[C@H]1CC[C@@]21CCC(=O)O1
    6.2	-1	3.9	-18	-7	-8	-21	4	31*
CC(C)(C)c1ccc(-c2noc(-c3ccc4c(c3)CCO4)n2)cc1
    0.2	1	-0.3	-7	-22	2	20	4	-26
C=CCNC(=O)c1ccccc1NC(=O)c1ccc(Cl)c(S(=O)(=O)Nc2ccccc2)c1
    1.4	-7	2.6	-7	55*	-1	-5	18	5
Cc1ccc([N+](=O)[O-])c(OCc2ncc(Cl)n2C)c1
    -2.0	-19	-0.3	-6	0	-10	3	-6	-6
Cn1ccsc1=NC(=O)c1ccc(S(C)(=O)=O)c([N+](=O)[O-])c1
    0.3	0	1.4	-9	1	-3	1	2	3
O[C@@H]1CN(Cc2ccccc2Cl)CC[C@H]1N1CCOCC1
    0.8	0	-0.2	0	-2	-6	11	0	-13
Cn1c(=O)c2c(ncn2CC(=O)Nc2nnc(Cc3ccccc3)s2)n(C)c1=O
    0.3	-2	0.3	-1	-1	-3	-1	8	1
CCn1cc(C(=O)OCc2ccc(F)cc2)c(=O)c2ccc(C)nc21
    -1.2	-29	-0.5	4	-5	-3	20	5	-20
Cc1cccc(NC(=S)N2CCN(S(=O)(=O)c3cccc(F)c3)CC2)c1
    0.9	-1	-0.4	-20	22	0	3	9	-1
COc1ccccc1/C=C1\SC(=S)N(CCC(=O)NCCc2ccc(O)cc2)C1=O
    -0.3	-17	0.9	-12	44	-2	-3	2	6
COc1ccccc1-c1noc(COC(=O)c2ccc(Br)o2)n1
    0.2	-8	-0.2	1	-8	-2	14	5	-5
CC(C)NC(=O)N(C)C[C@H]1Oc2ccc(NC(=O)Nc3ccc4c(c3)OCO4)cc2C(=O)N([C@H](C)CO)C[C@@H]1C
    0.4	2	2.9	-1	7	-5	-8	0	13
Cc1ccc(/C=C/C(=O)NCCCc2ccccc2)cc1
    -2.0	-2	0.2	3	-16	-9	2	-2	-1
O=C(Nc1ccc(Cl)cc1)N1CCCN(Cc2ccccc2F)C1
    4.1	-9	3.0	0	18	7	1	22	-3
COc1ccc2c(c1OC)C(=O)OC2Nc1ccccn1 (configuration not stated)
    0.7	7	1.0	-5	5	-4	-1	-1	14
Cn1c(C(=O)NCCN2CCN(Cc3ccccc3)CC2)cc2c(=O)n(C)c3ccccc3c21
    0.1	-10	0.4	7	-6	-13	-11	1	-1
CN(C)c1ccc(N=Cc2nc(-c3ccccc3)oc2OC(=O)c2cccc(Br)c2)cc1
    0.1	0	2.9	-4	-6	-6	2	5	-6
O=C(NCCCNc1ccc(C(F)(F)F)cc1[N+](=O)[O-])c1ccc(Cl)cc1
    -0.3	-10	1.7	-5	9	-6	-16	6	14
Cc1ccc(C)c(NC(=S)N2CCN(c3cccc(C(F)(F)F)c3)CC2)c1
    1.1	-7	0.6	-5	4	-7	0	4	-4
O=C(NC1CCCC1)c1ccc(Br)s1
    -0.2	-8	-1.1	3	3	-6	1	13	5
CN(Cc1ccccc1)C(=O)c1c[nH]c2ccc(S(=O)(=O)N3CCOCC3)cc2c1=O
    -0.3	-5	0.4	-7	-18	-10	7	-2	-14

Next section
Values run as follows: OXTR ag	CHO parental Ca	V1R ag counter	OXTR potentiator	TAAR1 antagonist	M1 ag	CHRM1 PAM	TAAR1 agonist	M1 antag
CSc1ccc(CN(C)C(C)C(=O)Nc2ccc(F)c(F)c2F)cc1 (configuration not stated)
    -2.7	-21	-0.9	-11	2	-5	-3	1	13
O=C(Cc1ccccc1F)NC1CCCc2ccccc21 (configuration not stated)
    -0.9	-17	-0.1	-5	-2	-4	13	-3	-9
COc1ccc(/C=C/C(=O)N(C)C2(C)CCS(=O)(=O)C2)cc1 (configuration not stated)
    0.6	1	0.2	-12	-17	-1	4	2	-5
CC(C)c1c(C(=O)N/N=C/c2ccccc2OCc2c(F)cccc2Cl)nnn1-c1nonc1N
    0.3	-5	0.1	-6	-21	6	12	1	-7
COc1cc(S(=O)(=O)Nc2c(C)cc(C)cc2C)ccc1Cl
    -1.7	-9	-0.6	-18	3	-5	-3	2	14
Cc1ccn2c(c1)nc(=O)c1cc(S(=O)(=O)N3CCC(C)CC3)ccc12
    -0.1	-6	0.0	-1	-24	-4	10	0	-15
